Screening data: PubChem, several laboratories
Rv3671c inh = Rv3671c serine protease inhibitors, primary screen, biochemical, fluorescence polarization, M. tuberculosis H37Rv; AID 2606, 2010; 0.048% of 320,000 active; inhibition, % at 5.96 µM; P9WHR9; in the data active means inhibition above about 38%;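 further: extracellular domain of Rv3671c used as enzyme; 0% = enzyme with DMSO and 100% = no enzyme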
MazEF act = activators of E. coli MazEF toxin-antitoxin RNase, primary screen, biochemical, fluorescence, uHTS; activation, % at 20 µM; FAM/BHQ RNA-DNA oligo cleavage fluorescence, 5 h; Endoribonuclease toxin MazF (Escherichia coli (strain K12)), P0AE70; AID 504720, 2011; 0.32% of 350,000 active; in the data active means activation above about 50%
Target sequence (P0AE70 whole entry, looked up): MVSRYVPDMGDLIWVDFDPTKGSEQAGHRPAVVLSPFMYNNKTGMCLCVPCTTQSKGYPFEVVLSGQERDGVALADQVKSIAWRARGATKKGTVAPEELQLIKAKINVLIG
FBA Mtb inh = Mtb FBA enzyme inhibitors, primary screen, biochemical, fluorescence, strain H37Rv. Fructose-bisphosphate aldolase (Mycobacterium tuberculosis (strain ATCC 25618 / H37Rv)), …. purified M. tuberculosis FBA, fluorescence read-out. inhibition, % at 1 µM. 2.3% of 360,000 active. AID 588726, 2011; in the data active means inhibition above about 27%;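 further: 0% = vehicle and 100% = reference inhibitor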
Target sequence (P9WQA3 whole entry, looked up): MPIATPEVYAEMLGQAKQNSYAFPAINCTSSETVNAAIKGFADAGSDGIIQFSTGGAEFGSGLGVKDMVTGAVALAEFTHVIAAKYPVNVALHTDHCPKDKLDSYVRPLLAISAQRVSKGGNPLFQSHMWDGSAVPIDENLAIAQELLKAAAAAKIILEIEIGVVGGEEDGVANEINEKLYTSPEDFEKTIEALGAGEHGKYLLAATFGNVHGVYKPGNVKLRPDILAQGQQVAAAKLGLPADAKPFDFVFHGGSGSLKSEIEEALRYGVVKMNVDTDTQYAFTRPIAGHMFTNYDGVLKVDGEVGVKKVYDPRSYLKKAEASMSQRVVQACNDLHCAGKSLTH
GDH-TPI counter = GDH-TPI coupling enzyme inhibitors, primary screen, artefact control for M. tuberculosis FBA inhibitor project, biochemical, absorbance, full deck | 1.2% of 360,000 active | inhibition, % at 4.8 µM | GDH-TPI coupled enzyme counterscreen, NADH absorbance | AID 588335, 2011; in the data active means inhibition above about 30%;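 further: 0% = DMSO wells and 100% = wells lacking the enzyme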
FadD28 FP inh = inhibitors of FadD28 bisubstrate probe binding, primary screen, biochemical, fluorescence polarization, single point. Mycobacterium tuberculosis FadD28 fatty-acid-AMP ligase. inhibition, % at 12.5 µM. 0.22% of 360,000 active. AID 588549, 2011; in the data active means inhibition above about 8.5%, passing the limit was not always enough; inconclusive means no clear call, values can overlap the other calls
BoNT-F LC inh = BoNT/F light chain protease inhibitors, primary screen, biochemical, flow cytometry, MLPCN library; Multiplex microsphere protease cleavage assay; inhibition, % at 10 µM; 0.22% of 360,000 active; in the data active means inhibition above about 35%, passing the limit was not always enough; inconclusive means no clear call, values can overlap the other calls; further: plate controls were buffer without enzyme for full effect and enzyme alone for no effect
Mtb BioA inh = M. tuberculosis BioA enzyme inhibitors, primary screen, biochemical, plate reader, single point, HTS; 0.096% of 360,000 active; inhibition, % at 9.99 µM; purified M. tuberculosis BioA enzyme; 7,8-diaminopelargonic acid synthase BioA (Mycobacterium tuberculosis); in the data active means inhibition above about 40%; inconclusive means no clear call, values can overlap the other calls
Mtb UGM inh = M. tuberculosis UGM enzyme inhibitors, primary screen, biochemical, fluorescence polarization, single point | AID 504406, 2011 | 0.06% of 320,000 active | inhibition, % at 10 µM | purified UGM, fluorescence polarization probe displacement | UDP-galactopyranose mutase (Mycobacterium tuberculosis (strain ATCC 25618 / H37Rv)), …; in the data active means inhibition above about 10%, passing the limit was not always enough; inconclusive means no clear call, values can overlap the other calls
Target sequence (P9WIQ1 whole entry, looked up): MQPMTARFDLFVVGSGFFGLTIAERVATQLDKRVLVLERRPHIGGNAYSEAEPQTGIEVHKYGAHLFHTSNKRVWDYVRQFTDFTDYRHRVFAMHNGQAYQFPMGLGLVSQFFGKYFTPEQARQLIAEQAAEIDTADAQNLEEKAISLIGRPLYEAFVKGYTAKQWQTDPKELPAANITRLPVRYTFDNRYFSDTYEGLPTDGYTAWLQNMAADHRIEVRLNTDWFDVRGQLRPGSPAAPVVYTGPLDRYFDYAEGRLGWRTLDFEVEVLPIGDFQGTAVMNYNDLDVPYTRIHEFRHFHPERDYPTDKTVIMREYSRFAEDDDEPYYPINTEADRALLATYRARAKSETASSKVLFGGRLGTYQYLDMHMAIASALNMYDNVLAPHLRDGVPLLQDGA
PrPC surface inh = inhibitors of human cell surface prion protein PrPC, primary screen, cell-based, TR-FRET. inhibition, % at 13.8 µM. TR-FRET read-out. AID 720596, 2013. Major prion protein (Homo sapiens), P04156. 0.43% of 370,000 active; in the data active means inhibition above about 24%; further: 0% = median of the test wells and 100% = reference compound wells
An asterisk follows results filed as active; ? = inconclusive; nt = no result given; & = joins results of further samples.

SMILES | Rv3671c inh | MazEF act | FBA Mtb inh | GDH-TPI counter | FadD28 FP inh | BoNT-F LC inh | Mtb BioA inh | Mtb UGM inh | PrPC surface inh
NC(=O)c1c(-c2ccccc2)oc2ccc(O)cc12 | 2 | -4 | 0 | 7 | 0.0 | 4 | 1.1 | -2.6 | 3
CC(C)(C)NC(=O)c1cccnc1Sc1ccccc1 | 4 | -7 | -1 | -5 | -2.7 | -4 | -0.4 | -2.2 | 4
CCc1nc2c(OCC(=O)c3ccc(F)cc3)cccn2c1N(C)C(=O)c1ccccc1F | nt | nt | 0 | 3 | -2.4 | -6 | -0.8 | nt | -1
Cc1ccc(-n2c(SCC(=O)O)nc3sc4c(c3c2=O)C(C)CCC4)cc1 (stereo unspecified) | -2 | -21 | -1 | 5 | -5.6 | 1 | 2.5 | -1.9 | -2
CCCCn1c(N)c(N(CC(C)C)C(=O)CSc2nn(-c3ccc(F)cc3)c(=S)s2)c(=O)[nH]c1=O | nt | -16 | -1 | 11 | -5.6 | 7 | 1.4 | nt | 3
CC(Sc1nnc(C(C)Oc2ccccc2F)o1)C(=O)NCc1ccc2c(c1)OCO2 (stereo unspecified) | -11 | 2 | -2 | -5 | -4.8 | -6 | 1.3 | -0.4 | -6
CCCn1c(SCC(=O)Nc2ccccc2CC)nnc1C(C)C | -2 | -8 | -3 | -2 | -1.3 | 13 | 0.7 | 0.4 | -1
CSc1ncc(CN2CCN(C(C)C)C(CCO)C2)cn1 (stereo unspecified) | -7 | 3 | 2 | 12 | -2.5 | -2 | nt | 1.1 | -6
COc1cc(C(=O)N[C@H](C(=O)OCC(=O)NC2CCCCCC2)C(C)C)cc(OC)c1OC | 7 | -2 | -1 | -12 | -5.4 | 1 | 0.4 | -0.9 | 6
C[n+]1ccc(/C=N/Nc2nc(Cl)c(C#N)c(Cl)c2Cl)cc1 | 4 | 4 | -14 | 10 | -0.9 | -4 | 7.3 | -2.0 | -48

Structures above containing a carbonyl joined to an NH by a bond outside any ring, in the order listed:
SMILES | Rv3671c inh | MazEF act | FBA Mtb inh | GDH-TPI counter | FadD28 FP inh | BoNT-F LC inh | Mtb BioA inh | Mtb UGM inh | PrPC surface inh
NC(=O)c1c(-c2ccccc2)oc2ccc(O)cc12 | 2 | -4 | 0 | 7 | 0.0 | 4 | 1.1 | -2.6 | 3
CC(C)(C)NC(=O)c1cccnc1Sc1ccccc1 | 4 | -7 | -1 | -5 | -2.7 | -4 | -0.4 | -2.2 | 4
CC(Sc1nnc(C(C)Oc2ccccc2F)o1)C(=O)NCc1ccc2c(c1)OCO2 (stereo unspecified) | -11 | 2 | -2 | -5 | -4.8 | -6 | 1.3 | -0.4 | -6
CCCn1c(SCC(=O)Nc2ccccc2CC)nnc1C(C)C | -2 | -8 | -3 | -2 | -1.3 | 13 | 0.7 | 0.4 | -1
COc1cc(C(=O)N[C@H](C(=O)OCC(=O)NC2CCCCCC2)C(C)C)cc(OC)c1OC | 7 | -2 | -1 | -12 | -5.4 | 1 | 0.4 | -0.9 | 6

(listing goes on)
SMILES | Rv3671c inh | MazEF act | FBA Mtb inh | GDH-TPI counter | FadD28 FP inh | BoNT-F LC inh | Mtb BioA inh | Mtb UGM inh | PrPC surface inh
Cc1cc(C)n2nc(SCC(=O)Nc3c(C)n(C)n(-c4ccccc4)c3=O)nc2n1 | 6 | 2 | 2 | 0 | 0.7 | 0 | -0.7 | 0.4 | -2
CCc1ccc(NC(=S)N(CCOC)C2CCN(C(C)=O)CC2)cc1 | -1 | 1 | 2 | -8 | -1.9 | 40* | -0.3 | -0.1 | -6
CC1=C(C(=O)OCc2ccccc2)C(c2ccc(Br)cc2)NC(=O)N1CCCCCC(=O)O (stereo unspecified) | -1 | 2 | 1 | -8 | 0.0 | 2 | 2.3 | 0.2 | -2
CC1CCCC(C)N1C(=O)c1cc(-c2cccs2)on1 (stereo unspecified) | -6 | -1 | 2 | 4 | -0.8 | 7 | 1.5 | 0.4 | -6
CSCCC(NC(=O)c1ccco1)c1nc2ccccc2[nH]1 (stereo unspecified) | 3 | -9 | 2 | 1 | -27 | nt | 7.4 | -1.6 | -4
CC(=O)c1ccc(OCCCC(=O)OCC(=O)N2CCN(c3ccccc3)CC2)cc1 | 2 | 8 | 6 | -10 | 1.1 | -9 | -1.5 | -2.6 | 5
CSCCC(NC(=O)c1ccc(Cl)cc1)C(=O)OCC(=O)NCc1ccco1 (stereo unspecified) | -5 | 4 | 1 | -1 | -4.1 | 3 | 1.8 | 1.7 | 2
O=[N+]([O-])c1ccc(/C=C/c2ccc3ccccc3n2)cc1 | -6 | -1 | -1 | -1 | -2.3 | -5 | -0.7 | 0.3 | -4
Cc1cc(C)cc(NC(=S)N2CCC(NC(=O)C3CCCCC3)CC2)c1 | 4 | -3 | 0 | 5 | 1.1 | 5 | -1.0 | -1.0 | 1
COCCN1C(=O)N(c2cccc(C)c2)C(=O)C1CC(=O)Nc1ccc(OC)cc1 (stereo unspecified) | 10 | -2 | -2 | -8 | -0.9 | 37* | -2.8 | 2.6 | -2
CC1OC2(OC1C)C(=O)Nc1ccccc12 (stereo unspecified) | 2 | 5 | 3 | 1 | 0.0 | -24 | 0.0 | -4.3 | 4
COc1ccc(S(=O)(=O)NCc2ccccn2)cc1NC(=O)c1ccc(Cl)cc1 | 5 | -26 | -1 | 6 | -1.7 | 6 | 9.4 | 0.9 | 4
Fc1ccc(CSc2nnc(-c3cccnc3)o2)cc1 | 7 | -7 | 2 | 4 | 0.4 | -3 | nt | -1.6 | -3
C[C@H](CO)N1C[C@H](C)[C@@H](CN(C)Cc2ccccc2)Oc2ccc(NC(=O)Cn3cnnn3)cc2C1=O | 7 | 3 | 0 | 10 | -3.6 | 0 | 0.3&-1.0 | -0.2 | 8
CCN(CC)CCNC(=O)c1ccc(NC(=O)c2cccc(S(=O)(=O)N3CCc4ccccc43)c2)cc1 | nt | 22 | 1 | -1 | -11 | -1 | nt | nt | -10
Cc1nn(-c2ccccc2)c(N2CCCC2)c1/C=N/NC(=O)c1cc(-c2ccccc2)nc2ccccc12 | -8 | -9 | -5 | 25 | 1.3 | -3 | -1.4 | -2.6 | -5
CCOc1c(Br)cc(CNCc2cccs2)cc1OC | 0 | -12 | -2 | -5 | 2.1 | -20 | nt | nt | 1
CC1CCN(CCCNC(=O)c2ccc(CS(=O)(=O)Cc3ccccc3F)o2)CC1 | nt | 8 | -1 | -6 | -3.5 | -2 | nt | nt | -5
O=P(CCO)(c1ccccc1)c1ccccc1 | 3 | 2 | 10 | -7 | -3.6 | -5 | nt | 0.0 | -4
CN(C)C(=S)Nc1ccc(Cc2ccncc2)cc1 | -15 | 5 | 2 | -4 | -1.7 | nt | 0.0 | 1.0 | 4
CCCn1c2c(c(=N)c3c1CCC3)CCCC2 | 3 | 0 | 3 | 12 | -2.6 | -3 | nt | -4.0 | 5
COc1cc(C(=O)COC(=O)C2CCCCC2)cc(OC)c1OC | 0 | 4 | -4 | 2 | -1.7 | -2 | 0.3 | -2.4 | -4
Cc1cnc(C(=O)OCC(=O)Nc2ccccc2[N+](=O)[O-])cn1 | -1 | 14 | -1 | -1 | -2.3 | 4 | 0.4 | 3.3 | -12
O=C(NCCc1ccccc1F)C1CCCN1S(=O)(=O)c1ccccc1 (stereo unspecified) | 3 | -4 | 0 | 5 | -2.8 | -3 | -0.9 | -0.6 | 2
Cc1ccc(C)c(Cn2nnc(C(=O)Nc3ccc4c(c3)OCCO4)c2N)c1 | -10 | 1 | 4 | 9 | 1.5 | 4 | 0.2 | 4.5 | 22
O=C(CSc1ccccc1)NCc1ccc(F)cc1 | 2 | -11 | -1 | -8 | -2.5 | 0 | nt | -0.4 | -1
COc1ccc2[nH]c3c(c2c1)CCN1C(=O)N([C@@H](C)C(=O)NC2CCCCC2C)C(=O)[C@]31C (stereo partly specified) | -10 | 12 | -1 | 1 | -1.1 | -4 | -2.6 | -0.9 | 10
O=[N+]([O-])c1ccc2c(c1)-c1ccccc1C2=NO | nt | 11 | -2 | 5 | -1.1 | -44 | -0.9 | nt | -30
O=C(Nc1ccc(N2CCCC2)c(Cl)c1)c1ccc2c(c1)OCCO2 | -11 | 12 | 3 | 2 | -0.9 | 6 | 0.1 | 1.5 | 7
COc1ccc(NC(=O)N2CCC3(CC2)OCCO3)c(OC)c1 | -4 | 4 | -1 | 1 | -3.1 | -7 | nt | 1.7 | 3
CC(NCC(O)COc1ccc(S(=O)(=O)N2CCOCC2)cc1)c1ccccc1 (stereo unspecified) | 0 | 5 | 0 | 0 | -1.5 | 2 | nt | 1.5 | 9
N/C(=N\OC(=O)c1cccc2ccccc12)c1ccncc1 | -1 | 5 | -1 | -1 | -2.5 | ? | nt | -3.1 | -6
Cc1ccc(C)n1-c1nnc(N2CCC(C(=O)N3CCN(C)CC3)CC2)s1 | -4 | 12 | -1 | -1 | -4.1 | -4 | 0.2 | -1.5 | -1
O=C(NCCc1c[nH]c2ccccc12)C1CCN(S(=O)(=O)c2ccccc2)CC1 | 6 | 1 | 2 | -1 | -0.8 | 12 | -1.0 | 1.9 | 10
Cc1cccc(N(CC(=O)NCc2ccccc2)C(=O)CCC(=O)Nc2nccs2)c1 | 5 | -14 | 2 | 3 | -1.9 | -4 | -1.7 | -5.5 | -4
CN=C1NN=C(c2cc(C)n(-c3ccc(Cl)cc3)c2C)CS1 | 3 | 16 | -3 | 1 | -1.3 | -10 | nt | -1.1 | 0
O=C(Nc1c[nH]c(=O)[nH]c1=O)c1ccccc1Br | 6 | 12 | -1 | 0 | -4.4 | ? | -1.5 | -1.2 | 2
COc1ccc(CCNC(=S)Nc2cc(C)cc(C)c2)cc1 | -2 | -1 | 1 | 1 | -0.7 | -1 | 1.2 | 3.0 | 0
O=C(CN1C(=O)CSc2ccc(S(=O)(=O)N3CCOCC3)cc21)NCc1cccnc1 | -4 | -5 | 3 | 3 | -1.1 | -6 | nt | -0.5 | -2
Cc1cccc(NC(=O)Cn2c(C)c(C#N)c3ccccc32)c1C | -36 | 4 | -11 | 9 | -1.7 | 8 | 0.8 | 1.5 | 3
O=C1C=C(c2cccc3c2oc2ccccc23)CCC1 | -5 | -1 | 1 | 3 | 5.3 | -6 | 1.2 | 0.8 | -12
CC(=O)C1C(N2CC2)CC2C3CCC4=CC(=O)CCC4(C)C3CCC21C (stereo unspecified) | nt | -23 | -1 | -6 | -8.3 | 0 | nt | nt | 6
O=C1/C(=C/c2ccc3c(c2)OCO3)Oc2cc(OCC(=O)N3CCC[C@H]3C(=O)O)ccc21 | 2 | -5 | -4 | 14 | -3.3 | -6 | -1.4 | -1.3 | nt
NS(=O)(=O)c1ccc(Nc2ccc([N+](=O)[O-])c3nonc23)cc1 | -16 | -8 | -35 | 18 | -2.0 | -2 | 2.1 | -2.0 | -60
O=C(Nc1nc2c(s1)CN(Cc1ccccc1)CC2)c1cccc(S(=O)(=O)N2CCc3ccccc32)c1 | -59 | -149 | 0 | 11 | -6.6 | 5 | -5.5 | 1.1 | -7
CC1CN=C(Nc2ccc(F)c(Cl)c2)S1 (stereo unspecified) | 4 | 6 | 1 | 3 | -5.7 | ? | nt | 2.3 | 1
O=S(=O)(c1ccc(Sc2nnc3ccccn23)nc1)N1CCOCC1 | -5 | 2 | 2 | -3 | -3.1 | -8 | nt | -1.9 | -5
CC1=CS/C(=C(/C#N)C(=O)N2CCOCC2)N1c1ccccc1 | 9 | -2 | -5 | 32* | -1.9 | -10 | 0.4 | 1.9 | 3
Cc1ccc(/C=C/C(=O)NCc2cccs2)o1 | 7 | -1 | 0 | 5 | -0.5 | 0 | nt | 1.5 | -7
